Arr AP2 block: blocks beta-arrestin peptide binding to AP2 adaptin; inhibition, % at 10 µM; 340,000 compounds, 0.31% hits; FITC-arrestin peptide / GST-AP2 beads, flow cytometry; AP2 beta2 appendage carries R879A mutation;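 active = inhibition above a set limit, near 3 SD of compounds lacking own fluorescence, cut at about 54% in these data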;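 note: plate controls were DMSO wells for no effect and 5 µM unlabelled arrestin peptide for full effect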
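Measured by: flow cytometry, FL1 (488/535 nm); Material: AP2 appendage R879A on GSH beads; Evaluation: percent response; Timing: pre-incubation 12 min, peptide binding 1 h, room temperature; Also added: 50 nM FITC-arrestin peptide; Medium: PBS with 0.05% Tween 20 and 0.1% BSA.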
Tat transport: inhibitors of E. coli Tat protein transport; E. coli MC4100 TorA-mCherry Tat export, fluorescence; inhibition, % at 10 µM; 340,000 compounds, 0.036% hits;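 active = mean replicate inhibition at least 50% and at least half of replicates individually reaching 50%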;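 note: exported cargo escapes ClpAP degradation while cytoplasmic cargo is degraded and loses fluorescence; 0% = median of neutral control wells and 100% = median of NaSCN control wells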
OPRM1-OPRD1 inv: mu-delta opioid heterodimer inverse agonism; P35372+P41143; AID 504357; inhibition, % at 9.3 µM; cell-based MOR-DOR heterodimer luminescence; 340,000 compounds, 0.21% hits; in the data active = inhibition above about 22%, passing the limit was not always enough;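 note: 0% = cells with DMSO and 100% = wells without cells with DMSO; values of inactives mirror those of a sister screen read the other way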
E coli growth: counter-screen for AddAB inhibitors: E. coli growth inhibition. inhibition, % at 11.9 µM. 330,000 compounds, 0.27% hits. E. coli V3065 growth, OD600 absorbance, 18 h;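 active = inhibition above the campaign's mean inhibition across all tested compounds plus 3 SD, cut at about 9.9% in these data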;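 note: uninfected addAB+ strain grown without phage in ampicillin broth; 0% = DMSO wells and 100% = ciprofloxacin 0.95 µg/ml wells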
PfHsp90 yeast 2: growth inhibition of yeast expressing Plasmodium Hsp90; inhibition, % at 9.4 µM; 310,000 compounds, 0.32% hits; S. cerevisiae expressing PfHsp90, BacTiter-Glo ATP, 48 h; yeast lacking PDR1 and PDR3 efflux regulators;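 active = every replicate shows inhibition above about 80%, whatever the replicate mean, limit read from the data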;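 note: 0% = DMSO neutral controls and 100% = 20 µM radicicol positive controls; yeast relying on Plasmodium falciparum Hsp90 in place of its own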
AddAB inh: less growth of phage-infected E. coli with AddAB | E. coli expressing H. pylori AddAB, absorbance growth | inhibition, % at 11.9 µM | 330,000 compounds, 0.29% hits | AID 435030; in the data active = inhibition above about 12%;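 note: 0% = vehicle wells of infected cells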
DSG3 Ab inh: blocks pemphigus antibody binding to human desmoglein-3. binding (percent of control), % at 10 µM. AID 588358. DSG3-coupled beads, scFv-anti-DSG3-GFP binding, flow cytometry; active compounds read low. P32926. 310,000 compounds, 0.48% hits;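 active = binding more than 3 SD below its plate's average and above zero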;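 note: hits lower antibody fragment binding to DSG3; some compounds called inactive have numbers as strong as hits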
Target sequence (P32926 whole entry, looked up, the tested form may be a part): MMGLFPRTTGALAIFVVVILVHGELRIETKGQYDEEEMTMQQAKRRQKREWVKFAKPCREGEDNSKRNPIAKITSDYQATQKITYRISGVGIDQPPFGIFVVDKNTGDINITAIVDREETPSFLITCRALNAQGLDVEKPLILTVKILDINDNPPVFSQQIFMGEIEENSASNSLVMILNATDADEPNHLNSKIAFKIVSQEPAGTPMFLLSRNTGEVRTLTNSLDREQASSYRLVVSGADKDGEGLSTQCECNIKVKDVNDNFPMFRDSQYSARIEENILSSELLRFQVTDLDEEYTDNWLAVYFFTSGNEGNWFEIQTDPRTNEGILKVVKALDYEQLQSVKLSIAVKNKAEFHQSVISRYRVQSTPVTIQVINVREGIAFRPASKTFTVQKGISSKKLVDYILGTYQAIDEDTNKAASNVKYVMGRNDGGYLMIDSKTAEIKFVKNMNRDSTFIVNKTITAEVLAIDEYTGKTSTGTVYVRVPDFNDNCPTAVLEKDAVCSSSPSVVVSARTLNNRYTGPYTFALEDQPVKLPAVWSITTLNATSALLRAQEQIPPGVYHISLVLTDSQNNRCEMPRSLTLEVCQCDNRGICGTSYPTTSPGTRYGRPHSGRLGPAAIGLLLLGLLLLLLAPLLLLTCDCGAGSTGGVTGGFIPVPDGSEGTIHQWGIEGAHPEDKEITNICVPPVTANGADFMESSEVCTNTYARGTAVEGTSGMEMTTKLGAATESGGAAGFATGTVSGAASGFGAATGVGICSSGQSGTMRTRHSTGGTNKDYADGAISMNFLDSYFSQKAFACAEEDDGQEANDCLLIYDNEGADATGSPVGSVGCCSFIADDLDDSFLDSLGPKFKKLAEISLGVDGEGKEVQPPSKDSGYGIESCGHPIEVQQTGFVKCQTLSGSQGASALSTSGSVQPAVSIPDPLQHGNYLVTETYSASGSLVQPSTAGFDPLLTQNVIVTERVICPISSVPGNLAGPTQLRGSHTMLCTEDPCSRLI
SUMO Mot1 rescue: SUMOylation pathway inhibition by Mot1-301 growth rescue; S. cerevisiae Mot1-301 growth rescue, ATP luminescence, 38.5C; percent above DMSO median, 100 means doubled; growth rescue, % at 18.8 µM; 320,000 compounds, 1% hits; AID 2716;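 active = every valid replicate shows activation above 250% relative to neutral control wells; inactive = the rest, any valid replicate at or below 250%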;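 note: OY570 slx delta 5 strain wells were the positive control but not used for scaling; some compounds called inactive have numbers as strong as hits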
phage Ecoli inh: E. coli growth loss with phage present; growth absorbance; AID 651602; inhibition, % at 11.9 µM; 360,000 compounds, 0.26% hits; in the data active = inhibition above about 11%
PKA-R1A activ: activators of PKA-R1A complex; P00514+P68181; 340,000 compounds, 0.083% hits; AID 504707; activation, % at 11.4 µM; PKA-R1A dissociation, Cy5-IP20 fluorescence polarization; scaled: DMSO 0%, 113 µM cGMP 100%;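 active = percent activation above the mean of all tested compounds plus 3 SD, cut at about 19% in these data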;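 note: higher means more PKAc released from R1A so a rise in polarization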
OPRM1-OPRD1 ag: agonists of human mu-delta opioid receptor heterodimerization. P35372+P41143. cells, OPRM1-OPRD1 heterodimerization, luminescence. activation, % at 9.3 µM. 340,000 compounds, 0.3% hits. AID 504326; in the data active = activation above about 18%;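 note: 0% = vehicle-treated cells and 100% = reference agonist; values of inactives mirror those of a sister screen read the other way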
Numbers without * were called inactive; i = inactive; · = not tested or not shown.

SMILES	Arr AP2 block	Tat transport	OPRM1-OPRD1 inv	E coli growth	PfHsp90 yeast 2	AddAB inh	DSG3 Ab inh	SUMO Mot1 rescue	phage Ecoli inh	PKA-R1A activ	OPRM1-OPRD1 ag
CC(O)CNc1nc(N)[nH]c(=O)c1N=Nc1ccccc1 (centres undefined)	8	6	4	·	-8	·	115	·	3.9	-2	-0.7
c1ccc(C2=NNC(=NC3CC3)SC2)cc1	-6	-2	11	-0.9	8	0.9	105	-12	0.1	13	-2.0
CCOc1ccc2nc(NC(=O)CSc3ccc(Cl)cc3)sc2c1	48	2	-2	-0.3	-23	1.0	105	-15	0.3	4	0.4
C=CC[C@@H]1Cc2c(Br)ccc(Br)c2[C@@H](CC=C)N1	9	7	-13	1.0	9	1.1	98	-7	5.7	-2	2.9
O=S(=O)(Nc1ccc(N2CCOCC2)cc1)c1ccc2ccccc2c1	-3	4	2	1.9	-3	1.2	128	231	2.3	0	-0.3
CCN(CC)c1ccc(NC(=O)CN2CCN(CC(=O)Nc3ccccc3F)CC2)cc1	-1	11	4	-0.7	-32	0.8	109	63	2.3	2	-1.0
O=C(NCc1cccnc1)c1cc(C(=O)C2CC2)c[nH]1	-16	9	-9	-0.5	-5	-1.2	98	10	0.8	4	1.6
CCCCN(C(=O)Cn1ncc(Cl)c(Cl)c1=O)c1c(N)n(CC(C)C)c(=O)[nH]c1=O	5	-3	14	-2.0	-10	0.4	95	12	·	-13	-2.6
O=C(COC(=O)Cc1n[nH]c(=O)c2ccccc12)NNC(=O)c1ccc(Cl)cc1	-2	4	12	-1.8	1	-0.6	·	-7	-0.3	5	-2.8
CCn1ncc(/C=C/C(=O)C2CC2)c1C	3	-6	12	-0.5	1	0.3	99	0	0.8	5	-2.7
Cc1cc(=O)oc2cc(NC(=O)c3ccccc3OC(F)F)ccc12	18	-5	-6	0.2	-28	3.8	·	26	4.2	-7	0.8
COC(=O)C(Cc1c[nH]c2ccccc12)NC(=O)C(=O)c1c[nH]c2ccccc12 (centres undefined)	1	-3	2	-0.7	-66	-0.2	·	6	-0.2	-7	-0.4
O=C(c1cc2ccccc2o1)N1CCN(Cc2ccc3c(c2)OCO3)CC1	6	-10	9	0.2	16	0.0	114	47	4.5	0	-2.7
Cc1ccc2c(c1)C(c1ccc(O)cc1)(c1ccc(O)cc1)C(=O)N2C	39	-5	7	0.0	-5	2.0	79	-11	5.3	-9	-1.5
CC(C)(C)NC(=O)C1CCCN(S(=O)(=O)c2cccc3cccnc23)C1 (centres undefined)	2	1	-3	-1.4	49	1.6	104	-25	2.3	8	0.6
CCOC(=O)C1=C(C)N=c2s/c(=C/c3ccc(OCC(=O)O)cc3)c(=O)n2C1c1ccc(F)cc1 (centres undefined)	-8	-5	6	-3.2	-24	-0.8	125	-11	-0.9	-3	-1.3
NC(=O)c1cccn1-c1ncc(C(F)(F)F)cc1Cl	36	-3	14	6.0	14	2.3	90	-10	4.4	2	-2.4
COC(=O)c1cccc(N/C=C(\[N+](=O)[O-])S(=O)(=O)c2ccccc2)c1	-5	2	14	-1.1	-35	-3.0	98	-6	1.0	-2	-3.1
O=C(CCNC(=O)c1ccc(Br)cc1)Nc1cc(Cl)ccc1-n1cncn1	1	0	19	-1.0	17	-0.4	105	·	2.5	-3	-3.8
COc1ccc(NC(=O)CSc2nnc(-c3ccoc3C)n2CCc2ccccc2)cc1	-8	8	3	-1.1	-7	0.3	102	34	-0.3	7	-0.6
Cc1ccccc1-n1c(SCC(=O)N/N=C/C=C/c2ccccc2[N+](=O)[O-])nc2ccccc2c1=O	-6	1	-1	-0.3	-20	3.3	94	4	2.0	-5	0.2
Cc1ccc(NC(=O)CSCC(=O)Nc2ccc(N3CCOCC3)c(Cl)c2)cc1	-3	2	11	2.7	2	0.9	113	15	3.0	-11	-1.9
Cc1ccc2nc(SCC(=O)Nc3cccc([N+](=O)[O-])c3)[nH]c2c1	-2	3	-18	0.6	13	3.5	106	10	2.5	-9	3.3
COc1ccc(-c2nc3ccccn3c2C=O)cc1	3	11	14	0.7	12	2.7	97	-14	2.2	-1	-2.7
CCCNC(=O)/C(C#N)=C1\N=C(NC(=O)c2cccs2)c2ccccc21	1	-7	13	-0.8	-14	0.8	78	4	0.9	8	-2.6
CC(C)(C)NS(=O)(=O)c1ccc(-c2csnn2)s1	2	0	10	-0.5	10	1.7	103	5	3.2	3	-1.9
CC(=O)S[C@@H]1CC2=CC(=O)CC[C@]2(C)[C@H]2CC[C@@]3(C)[C@@H](CC[C@@]34CCC(=O)O4)[C@H]12	2	-7	5	-0.1	15	-2.2	110	5	1.8	-7	-0.9
COC(=O)C1C(=O)c2c(n[nH]c2C)CC1(C)C (centres undefined)	-1	-9	9	-1.9	·	1.0	·	-11	3.7	-3	-1.7
C/C(=N\c1nc2ccccc2n1C)c1cc(Cl)ccc1O	-11	4	12	0.2	-14	3.9	107	-13	1.8	3	-2.1
O=C1CC2CS(=O)(=O)CC2N1c1ccc(Cl)cc1Cl (centres undefined)	-10	-10	11	0.6	-3	-0.1	99	4	0.9	-2	-2.0
Cc1cccc(CSc2nnc(-c3cccs3)n2Cc2ccco2)c1	-5	8	-3	-1.2	·	2.2	82	-17	3.4	-8	0.5
Cc1ccc(CSCCNS(=O)(=O)c2ccc([N+](=O)[O-])cc2)cc1	-8	12	-54	1.9	-43	0.6	107	32	1.4	-16	13
O=C(CNC(=O)c1cc(S(=O)(=O)N2CCCCC2)ccc1N1CCOCC1)Nc1ccc(F)c(F)c1	32	-5	13	-1.3	-17	-0.2	101	9	0.5	-11	-2.0
Cc1ccc(S(=O)(=O)N2CCOCC2)cc1NC(=O)CSc1nnc(COc2ccccc2F)n1N	1	1	15	·	-7	·	101	·	3.2	-3	-3.8
Cc1ccc(CN(c2ccc(C(=O)N3CCCC3)cc2)S(C)(=O)=O)cc1	-3	-8	3	1.2	-6	0.9	109	-14	2.9	-4	-0.5
CC(C)[C@H](NC(=O)[C@@H]1Cc2ccccc2CN1)C(=O)NC1CCCCC1	4	3	14	0.8	4	0.8	109	106	0.9	-23	-2.9
CC1(C)CC(=O)C2=C(C1)OC1=C(C(=O)CC(C)(C)C1)C2c1ccc(O)cc1O	9	-3	20	-2.2	-18	0.9	100	-18	2.3	-14	-3.7
O=C(NCCNc1ccc([N+](=O)[O-])cc1)c1cccc2c(Br)cccc12	-13	-2	10	-1.7	-22	-0.7	90	5	3.6	0	-1.7
CCOC(Cn1c(SCc2cc(C(C)=O)ccc2OC)nc2ccccc2c1=O)OCC	-3	0	9	3.4	-26	3.5	86	-9	0.9	-5	-1.8
NC(=O)CCn1c(C(=O)c2cccc([N+](=O)[O-])c2)c2ccccc2[n+]1[O-]	-5	3	22	1.4	-5	2.9	102	-10	0.6	7	-4.8
O=C(Cn1cc(SCc2ccc(Cl)cc2)c2ccccc21)N1CCOCC1	29	-7	17	-3.1	27	1.4	120	0	2.8	-6	-3.2
Cc1cc(NC(=O)Nc2cccc3ccccc23)no1	28	2	-11	-2.6	-29	-0.3	109	11	4.3	-2	2.2
COc1cc(C(=O)Sc2ccc(C)cc2)cc(OC)c1OC	-6	8	-8	0.7	·	1.3	108	-8	1.6	-7	1.6
CCOC(=O)N1CCC(NC(=O)C2CCCN(Cc3nc(-c4cccc(Cl)c4)oc3C)C2)CC1 (centres undefined)	-5	9	-13	1.1	2	0.3	105	-16	1.1	-9	2.2
O=C1CCCC(O)=C1C=Nc1cccc(C(F)(F)F)c1	15	-1	8	2.8	6	3.9	99	116	3.0	1	-1.5
COc1ccccc1C(=O)O/N=C(/c1ccncc1)c1ccc([N+](=O)[O-])cc1	-3	-1	-31	-4.0	-13	-0.2	99	28	2.0	-6	4.3
O=C1/C(=C/c2ccc(O)cc2)SC(=S)N1CC1CCCO1 (centres undefined)	-18	1	-15	-2.0	-13	-0.6	93	131	0.0	2	2.8
O=C(Nc1ccc2nc(-c3ccco3)c(-c3ccco3)nc2c1)NC1CC1	58*	-7	-23	·	6	·	·	·	·	0	4.6

Among those listed so far, these contain a CF3 group.
SMILES	Arr AP2 block	Tat transport	OPRM1-OPRD1 inv	E coli growth	PfHsp90 yeast 2	AddAB inh	DSG3 Ab inh	SUMO Mot1 rescue	phage Ecoli inh	PKA-R1A activ	OPRM1-OPRD1 ag
NC(=O)c1cccn1-c1ncc(C(F)(F)F)cc1Cl	36	-3	14	6.0	14	2.3	90	-10	4.4	2	-2.4
O=C1CCCC(O)=C1C=Nc1cccc(C(F)(F)F)c1	15	-1	8	2.8	6	3.9	99	116	3.0	1	-1.5

More records
SMILES	Arr AP2 block	Tat transport	OPRM1-OPRD1 inv	E coli growth	PfHsp90 yeast 2	AddAB inh	DSG3 Ab inh	SUMO Mot1 rescue	phage Ecoli inh	PKA-R1A activ	OPRM1-OPRD1 ag
Cc1c(C)n(CCc2ccccc2)c2ncnc(NCCCO)c12	20	-5	4	-0.3	13	1.2	95	182	4.1	3	-0.8
O=C(CCCN1C(=O)C2C3C=CC(C3)C2C1=O)N1CCN(c2ccccc2)CC1 (centres undefined)	8	5	19	0.8	3	2.9	99	-5	1.5	-4	-3.4
COc1ccc(CC(=O)NC(c2ccccc2)c2ccc(C)cc2)c(OC)c1 (centres undefined)	-7	4	2	-3.3	-22	3.3	105	5	2.3	6	-0.5
O=C(NCc1cccnc1)C(=O)NCC1OCCCN1S(=O)(=O)c1ccc(F)cc1 (centres undefined)	18	-5	15	0.6	-7	3.5	·	7	3.1	-4	-2.7
CC(=O)Nc1ccc(NC(=O)Nc2ccc3c(c2)N(C)C(=O)CS3)cc1	9	2	-150	0.8	-3	0.7	90	28	2.7	3	21*
CCc1cc2c(=O)c(-c3nc4ccccc4n3C)c(C)oc2c(CN2CCOCC2)c1O	27	0	4	-0.6	-6	0.0	103	520*	0.0	5	-0.7
c1cncc(CNc2ncnc3sccc23)c1	-4	0	4	1.1	25	2.9	98	0	3.1	4	-0.8
O=C(Nn1cnnc1)c1cc([N+](=O)[O-])cc([N+](=O)[O-])c1	-5	7	-26	1.6	·	0.9	110	-4	3.4	-3	4.9
Cn1c(NCCO)nc2c1c(=O)n(Cc1cccc(Cl)c1)c(=O)n2C	2	-4	10	0.3	-13	-0.7	99	-4	-0.6	8	-2.2
CCCNC(=O)c1ccc2snnc2c1	1	3	1	2.1	28	2.6	102	i	1.4	-10	-0.3
Cc1ccc(SCn2nnc3ccccc3c2=O)c(C)c1	38	-1	-6	0.3	6	3.5	94	4	2.9	0	1.2
CCOc1cc(/C=C/c2cc(C(=O)O)c3ccccc3n2)ccc1O	31	12	3	2.4	2	2.5	98	6	5.9	11	-0.7
CCOC(=O)c1c(SC)n(-c2ccccc2)c(=S)n(-c2ccccc2)c1=O	6	7	5	·	-14	·	101	-19	1.0	2	-1.2

Screens (PubChem BioAssay)
